ASM inhibitor: inhibitors of human secretory acid sphingomyelinase | AID 504937 | Potency, µM (highest dose often 57.5 µM), inactives show top-dose activity change, negative = inhibition, actives largely listed as inhibitors | P17405 | 340,000 compounds, 0.006% hits | placental ASM, HMU-PC fluorogenic substrate, 60 min; also: potency is read from the fitted curve at half-maximal effect
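qHTS format. ASM enzyme prepared from human placenta hydrolyses the fluorogenic substrate HMU-PC0 (9 uM final) over 60 min at 37 °C after a 10 min compound preincubation.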
Mito fusion yeast: blocks mitochondrial division or promotes mitochondrial fusion. S. cerevisiae fusion-defective mutant growth rescue, CellTiterGlo 48 h. 320,000 compounds, 0.23% hits. Potency, µM (highest dose often 46.1 µM), for inactives: top-dose growth rescue (activation), actives largely listed as activators;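 also: potency is read from the fitted curve at half-maximal effect; % of control where 0% means no effect; nearly all actives have a fitted effect of over 45% in size; temperature-sensitive fusion mutants such as fzo1-1 at 37 °C on non-fermentable ethanol glycerol medium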
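S. cerevisiae fusion-defective temperature-sensitive mutants (e.g. fzo1-1, mgm1-5) grown 48 h at 37C in YPEG (ethanol/glycerol non-fermentable) medium with 23 nl compound per well; growth rescue read as CellTiterGlo luminescence.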
ELG1 repair inh: blocks ELG1-dependent DNA repair in HEK293T cells. HEK293T ELG1-luciferase reporter, luminescence, 16 h; DNA damage induced by 5-fluorouridine. Potency, µM (series often up to 46.1 µM), without a hit: at the highest dose activity change, negative = inhibition, most hits filed as inhibitors. 330,000 compounds, 2.3% hits; also: potency is read from the fitted curve at half-maximal effect; % is scaled to controls: 0 for no effect and ±100 for the full control effect; nearly all actives have a fitted effect of over 55% in size
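HEK293T cells expressing luciferase-tagged ELG1 (2,000/well) received 5-Fluorouridine plus compound or DMSO for 16 hr at 37 °C. Luciferase was read by ONE-Glo luminescence after 30 min at room temperature.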
Eya2 phos inh: blocks the phosphatase activity of human Eya2; 330,000 compounds, 0.006% hits; O00167; Potency, µM (series often up to 76.9 µM), for the others: at the top dose activity, negative = inhibition, usual class: inhibitors; recombinant Eya2, OMFP fluorescence dephosphorylation (OMFP is methylfluorescein phosphate); also: potency is read from the fitted curve at half-maximal effect; % is scaled to controls: 0 for no effect and ±100 for the full control effect
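Eya2 (0.2 uM) preincubated 10 min at ambient with compound, then OMFP substrate added at 50 uM; 10 min reaction in 50 mM HEPES pH 7.5, 50 mM NaCl, 5 uM MgCl2, 0.05% BSA, 1 mM DTT. Fluorescence read at Ex 485/Em 525 nm.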
TSHR antag: human thyrotropin receptor antagonism; P16473; TSHR-expressing cells, TSH-stimulated cAMP HTRF, 2 h; stronger effect = lower value; activity change, negative = inhibition, % at 11.5 µM; 330,000 compounds, 0.2% hits;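 active = activity change below a set negative limit, meaning inhibition stronger than a set level, cut at about -70% in these data; inconclusive = activity change between two set negative limits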; also: % is scaled to controls: 0 for no effect and ±100 for the full control effect
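Antagonism was scored as loss of TSH-driven cAMP in TSHR cells, stimulated with 4nM TSH (EC80) for 2 hours at 37 deg C and detected by homogeneous HTRF competition immunoassay.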
A-T KAP1 phos: potential ataxia-telangiectasia treatments restoring KAP-1 phosphorylation; Potency, µM (series often up to 57.5 µM), for inactives: at the highest dose activation, most hits filed as activators; […] A-T fibroblasts, KAP-1 phosphorylation AlphaLISA; neocarzinostatin DNA damage 30 min before lysis; 320,000 compounds, 0.19% hits; also: potency is read from the fitted curve at half-maximal effect; % of control where 0% means no effect; nearly all actives have a fitted effect of over 45% in size
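ATM-like activity read as KAP-1 phosphorylation via AlphaLISA donor/acceptor antibody pairs after lysis and 6 hr at 25C. Cells were ATM-null patient fibroblasts ([…], hTERT), dosed 60 min, then exposed to the DSB inducer NCS for 30 min.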
Tb PFK inh: blocks T. brucei phosphofructokinase. O15648. T. brucei PFK, ADP-Glo luminescence. Potency, µM (doses to about 57.5 µM), inactives show top-dose activity, negative = inhibition, actives largely listed as inhibitors. 330,000 compounds, 0.17% hits;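 also: potency is read from the fitted curve at half-maximal effect; 0% = uninhibited 1x PFK enzyme wells and -100% = no-enzyme wells; nearly all actives have a fitted effect of over 60% in size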
Target sequence (O15648 whole entry, looked up): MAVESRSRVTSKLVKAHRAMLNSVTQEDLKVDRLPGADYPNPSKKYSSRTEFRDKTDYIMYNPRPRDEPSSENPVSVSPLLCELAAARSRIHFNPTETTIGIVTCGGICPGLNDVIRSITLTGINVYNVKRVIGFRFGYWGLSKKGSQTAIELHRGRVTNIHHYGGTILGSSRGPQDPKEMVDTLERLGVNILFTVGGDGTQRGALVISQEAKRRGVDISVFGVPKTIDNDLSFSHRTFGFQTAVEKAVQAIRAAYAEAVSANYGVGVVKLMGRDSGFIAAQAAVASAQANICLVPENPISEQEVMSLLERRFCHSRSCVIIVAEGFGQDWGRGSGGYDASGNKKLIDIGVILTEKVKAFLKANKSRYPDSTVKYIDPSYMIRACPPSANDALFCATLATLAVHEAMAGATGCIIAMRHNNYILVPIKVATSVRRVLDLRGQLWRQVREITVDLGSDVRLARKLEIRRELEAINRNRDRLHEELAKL
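ADP-Glo luminescence quantified ADP after 45 min at room temperature, with 1.25 nM T. brucei PFK, 0.1 mM ATP and 0.5 mM fructose-6-phosphate in pH 8.0 TEA buffer. qHTS titrations up to 57 µM; curves classified by quality.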
BCR signal inh: blocks chronic active B-cell receptor signaling | ABC-DLBCL IkBa-CBG/CBR reporter, luminescence ratio, 4 h | 340,000 compounds, 0.05% hits | Potency, µM (top dose mostly 46.1 µM), without a hit: top-dose ratio change, negative = lower green/red ratio, most hits filed as inhibitors; active = well fitted inhibition curve with a large enough effect in the signal ratio, with a control signal flat, not every such curve was filed as active; inconclusive = small, poorly fitted or top-dose-only effect, or effect the other way, or a change in a side signal; the % refers to the signal ratio;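 also: potency is read from the fitted curve at half-maximal effect; plate controls were basal doxycycline-induced cells for no effect and cells given 10 µM MG132 for full effect; MG132 reads +100%, hits lower the ratio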
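TMD8 human ABC-DLBCL cells with doxycycline-inducible IκBα–green luciferase fusion and unfused red luciferase, in 0.5% FBS medium; compounds up to 46 uM, 4 h at 37C. Green/red luminescence ratio, filter-overlap corrected, fitted to concentration-response curves.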
Integrin act MD: activators of alpha7 integrin expression for muscular dystrophy; alpha7betagal myoblasts, beta-gal FDG fluorescence, 48 h; Potency, µM (titrated, usually from 38.3 µM), for inactives: at the top dose activation, usual class: activators; 350,000 compounds, 0.064% hits;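 also: potency is read from the fitted curve at half-maximal effect; 100% = response of the positive control SU9516; nearly all actives have a fitted effect of over 60% in size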
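alpha7betagal+/- myoblasts (passage 13, 250/well) treated 48 h at 37C with compounds at 1:260 dilution of DMSO stock. Lysed, then beta-galactosidase activity read as FDG fluorescence (ex 480/em 540) after 30 min, with pre-read for autofluorescence.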
TCR act: T cell receptor activation; 330,000 tested, under 10 active; AID 504894; Potency, µM (top dose mostly 9.22 µM), for the others: top-dose activation of IL-2 secretion, hits mostly activators; primary human leukocytes, anti-CD3, IL-2 HTRF, 48 h; also: % of control where 0% means no effect
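Primary human leukocytes were stimulated with a-CD3 beads plus compounds for 48 hr without co-stimulation; secreted IL-2 was quantified by HTRF using a-IL-2-K (europium cryptate) and a-IL-2-d2, excited at 320nm with acceptor emission read at 665nm.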
TSG101-PTAP inh: blocks PTAP/TSG101 interaction to inhibit HIV-1 budding. 340,000 tested, under 10 active. Q99816. Fluorescence polarization, FITC-PTAP peptide / Tsg101 binding. AID 493005. Potency, µM (titrated, usually from 115 µM), without a hit: at the top dose activity change, negative = inhibition, usual class: inhibitors; active = well fitted inhibition curve with a large enough effect in the main read-out, with a control signal flat, not every such curve was filed as active; inconclusive = small, poorly fitted or top-dose-only effect, or effect the other way, or a change in a side signal; inactive = no such curve, though single readings can be large or run the other way; also: potency is read from the fitted curve at half-maximal effect; % of control where 0% means no effect
Target sequence (Q99816 whole entry, looked up): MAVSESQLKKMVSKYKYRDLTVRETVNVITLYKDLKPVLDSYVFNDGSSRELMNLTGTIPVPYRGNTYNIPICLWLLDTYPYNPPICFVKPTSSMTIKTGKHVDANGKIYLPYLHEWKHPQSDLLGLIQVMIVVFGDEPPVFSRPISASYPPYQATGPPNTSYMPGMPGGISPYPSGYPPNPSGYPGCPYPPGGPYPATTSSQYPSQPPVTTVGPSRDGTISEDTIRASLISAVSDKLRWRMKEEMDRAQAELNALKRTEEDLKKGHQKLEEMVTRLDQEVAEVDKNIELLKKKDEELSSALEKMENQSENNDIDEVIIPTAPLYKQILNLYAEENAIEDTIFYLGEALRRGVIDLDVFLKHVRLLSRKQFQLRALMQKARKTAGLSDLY
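Tsg101 binding domain (10 uM final) was mixed with compound and a FITC-labeled PTAP peptide (50 nM final) in HEPES pH 7.5 buffer with NaCl, Tween 20, EDTA and TCEP; fluorescence polarization was read after 20 min at r.t.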
Numbers without * were called inactive; ? = inconclusive; nt = not tested or not shown; [ ] = remark or other dose. Unless noted, calls follow the shape of the dose curve; as a rule, active = well fitted curve in the direction sought with a large enough effect; inconclusive = small, poorly fitted or top-dose-only effect, or another doubt; inactive = no such curve, though single readings can be large; an effect the other way counts as inactive or inconclusive.

1. Cc1cc(NC(=O)C(C)SCC(=O)Nc2nc3c(F)cc(F)cc3s2)no1 (stereo not drawn)
2. OC(COc1ccc(Br)cc1)CN1CCN(c2ccccc2)CC1 (stereo not drawn)
3. O=C(O)CCC(=O)Nc1ccccc1Oc1ccccc1
4. COC(=O)c1ccccc1C(=O)N1CCOCCOCCOCC1
5. COc1cc(CNc2nc(C)c([N+](=O)[O-])c(C)c2C#N)cc(OC)c1
6. Cc1ccc(NC(=O)/C(=C\c2ccc3c(c2)OCO3)NC(=O)c2ccco2)cc1
7. Cc1ccc2c(c1)N(CC(=O)NCCCN1CCOCC1)C(=O)c1cccnc1O2
8. Cn1c(=O)c2c(nc(Oc3cccc(O)c3)n2C)n(C)c1=O

compound no.	1	2	3	4	5	6	7	8
ASM inhibitor	0.9%	1.4%	9.7%	2.8%	-18.4%	1.6%	2.1%	2.9%
Mito fusion yeast	14.2%	-6.6%	0.4%	0.3%	2.5%	-0.5%	-0.6%	-6.1%
ELG1 repair inh	-17.3%	12.7%	9.7%	4.0%	?	-1.2%	17.6%	-18.2%
Eya2 phos inh	5.9%	-0.1%	-3.0%	-9.2%	10.8%	24.7%	-0.7%	-0.1%
TSHR antag	-5.5	-2.8	3.9	3.5	-7.8	0.9	-2.0	-8.0
A-T KAP1 phos	-7.5%	7.8%	-6.4%	2.2%	-4.3%	13.4%	7.3%	10.2%
Tb PFK inh	0.0%	0.6%	-7.2%	0.2%	2.6%	-2.0%	-2.8%	-7.5%
BCR signal inh	5.1%	5.9%	4.2%	1.6%	?	3.4%	-10.6%	?
Integrin act MD	13.4%	-6.6%	-17.0%	2.9%	-9.7%	-4.7%	-11.6%	3.5%
TCR act	13.8%	-14.5%	5.9%	6.2%[46.1 µM]	2.7%	3.6%	-8.7%	nt
TSG101-PTAP inh	-3.3%	-2.1%	-1.6%	5.4%	-6.2%	1.2%	-2.0%	0.4%

Profiles from above.
COC(=O)c1ccccc1C(=O)N1CCOCCOCCOCC1 in the list: ASM inhibitor = 2.8%; Mito fusion yeast = 0.3%; ELG1 repair inh = 4.0%; Eya2 phos inh = -9.2%; TSHR antag = 3.5; A-T KAP1 phos = 2.2%; Tb PFK inh = 0.2%; BCR signal inh = 1.6%; Integrin act MD = 2.9%; TCR act = 6.2%[46.1 µM]; TSG101-PTAP inh = 5.4%
Cc1ccc(NC(=O)/C(=C\c2ccc3c(c2)OCO3)NC(=O)c2ccco2)cc1 in the list: ASM inhibitor = 1.6%; Mito fusion yeast = -0.5%; ELG1 repair inh = -1.2%; Eya2 phos inh = 24.7%; TSHR antag = 0.9; A-T KAP1 phos = 13.4%; Tb PFK inh = -2.0%; BCR signal inh = 3.4%; Integrin act MD = -4.7%; TCR act = 3.6%; TSG101-PTAP inh = 1.2%

(further entries)
9. COc1ccc(-c2noc(CSc3nc4sc(C)c(C)c4c(=O)n3-c3ccccc3)n2)cc1
10. O=C(C1CC1)N1N=C(C2CCCCC2)CC1(O)C(F)(F)F (stereo not drawn)
11. CC(C)c1ccccc1OCC(=O)N1CCCCCCC1
12. COc1cc(C2C3C(=O)N(c4ccc(F)cc4)C(=O)C3ON2c2ccccc2)ccc1O (stereo not drawn)
13. Fc1ccccc1/C=N/NC(=S)Nc1ccc(Cl)cc1Cl
14. COCCCNC(=O)c1ccc(Cn2c(=O)c3ccccc3n(Cc3ccccc3C)c2=O)cc1
15. CCN(CC)C(=O)[C@H]1C[C@H](CC(=O)NCCCN(C)C)C(=O)N2CCc3c([nH]c4cc(CCC(=O)N(C)C)ccc34)[C@]12C
16. COc1ccc(C(CNC(=O)c2ccc(-c3nc4ccccc4s3)o2)N2CCCC2)cc1 (stereo not drawn)

compound no.	9	10	11	12	13	14	15	16
ASM inhibitor	-6.4%	1.2%	-0.7%	-3.0%	-0.2%	-4.1%	4.1%	0.8%
Mito fusion yeast	-2.6%	5.5%	-1.4%	1.2%	-14.9%	1.1%	nt	9.5%
ELG1 repair inh	4.2%	-4.8%	-1.1%	-3.6%	?	?	27.3%	?
Eya2 phos inh	3.2%	-14.1%	-17.7%	-25.4%	14.7%	-30.6%	9.0%	-3.7%
TSHR antag	2.0	-6.3	0.1	5.4	25.4	-6.3	15.0	4.4
A-T KAP1 phos	1.3%	4.1%	3.1%	-5.0%	-2.0%	4.3%	-0.1%[11.5 µM]	-1.9%
Tb PFK inh	2.4%	-4.6%	0.9%	-8.1%	-4.9%	1.7%	0.8%	4.2%
BCR signal inh	3.9%	-6.4%	9.9%	-9.7%	?	-18.4%	1.7%	-2.2%
Integrin act MD	-21.4%	10.9%	-26.2%	16.1%	-26.9%	-23.1%	-7.5%	-36.2%
TCR act	-2.3%[46.1 µM]	1.0%	-1.7%	6.5%	1.1%[46.1 µM]	-4.3%	0.1%[46.1 µM]	3.2%
TSG101-PTAP inh	-0.9%	0.7%	-0.4%	-4.8%	-10.2%	-12.8%	-3.2%	-4.2%
